KCNK3 inh: human KCNK3 channel inhibition, primary screen | O14649 | CHO-KCNK3 thallium flux, FluxOR fluorescence; stronger effect = lower value | B-score at 10 µM | actives 0.84% (n = 340,000) | AID 602410;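 active = B-score under library mean minus 4 SD, starting fluorescence ratio at most library mean plus 5 SD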;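 note: more negative B-score means stronger inhibition of thallium flux through KCNK3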
HDAC3 inh: inhibitors of human histone deacetylase 3. recombinant HDAC3, fluorogenic peptide/trypsin coupled, fluorescence. AID 2718. actives 0.15% (n = 320,000). inhibition, % at 8.3 µM. O15379; in the data active = inhibition above about 26%, passing the limit was not always enough; inconclusive = no clear call, values can overlap the other calls
Dyrk1A ADPGlo: inhibitors of rat Dyrk1A kinase. Q63470. ADP-Glo luminescence, NFATc1 peptide. inhibition, % at 12.5 µM. actives 0.43% (n = 310,000); in the data active = inhibition above about 50%;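 note: plate controls were vehicle with enzyme for no effect and no enzyme for full effect; many of its hits are not listed in these tables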
KCNQ1 pot: human KCNQ1 channel potentiation or activation; P51787; CHO-K1 KCNQ1, thallium flux FluxOR fluorescence; stronger effect = higher value; B-score at 10 µM; actives 0.35% (n = 310,000);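 active = fluorescence ratio B-score, a plate-corrected score, at least three library SD, with initial intensity B-score within 5 SD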
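Test system: CHO-K1 cells stably expressing KCNQ1 / Medium: assay buffer / Also added: depolarizing K+/Tl+ stimulus, K2SO4 and Tl2SO4 each 12.5 mM in 5x stock / Incubation: 90 min dye loading and 20 min compound exposure, both at room temperature / Signal: thallium influx via FluxOR fluorescence, kinetic imaging / Evaluation: B score of baseline-normalized fluorescence ratio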
GSK3B inh: blocks human GSK3beta kinase activity | AID 2097 | GST-GSK3beta kinase, ADP-Glo luminescence, 60 min; stronger effect = lower value | activity score (negative = inhibition), % at 10 µM | actives 0.038% (n = 300,000);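 active = more than half of replicate wells score below -50%, meaning over 50% inhibition versus plate controls; inconclusive = some replicates but at most half score below -50%; inactive = no replicate scores below -50%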;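 note: 0% = median DMSO wells and -100% = median GW8510 positive control wells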
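Test system: GST-tagged human GSK3beta kinase, cell-free; evaluation: activity score scaled between in-plate DMSO and GW8510 controls; measured by: ADP-Glo luminescence; incubation: 60 min reaction, RT; benchmarks: DMSO and 20 µM GW8510; reagent: peptide substrate plus 25 µM ATP (final); medium: Tris/MgCl2 kinase buffer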
KCNQ1 block: blocks the human KCNQ1 potassium channel | P51787 | CHO-K1 KCNQ1, FluxOR thallium flux fluorescence; stronger effect = higher value | B-score at 10 µM | actives 1.3% (n = 310,000) | AID 2642;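 active = compounds whose thallium flux B-score, printed positive for inhibition, exceeds three library SD while starting fluorescence stays within three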;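 note: channel opened by potassium depolarization with thallium stimulus after 20 min compound exposure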
PolyA inh: yeast polyadenylation inhibition. S. cerevisiae SKY197-pL101 polyadenylation reporter, beta-gal luminescence; efflux-impaired pdr1/pdr3 knockout yeast; score 100 = 6 SD above DMSO. calls only at 12 µM. actives 0.02% (n = 300,000). AID 1875;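 active = lowest replicate activity score at least 50, where 100 means six control SD above control mean; inconclusive = lowest score under 50 but half or more replicates reach 50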;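 note: yeast exposed to compound for 9 h at 30 °C; higher score means more reporter readthrough which indicates perturbed polyadenylation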
GSK3 alpha inh: human GSK-3 alpha kinase inhibition. inhibition, % at 10 µM. AID 2650. actives 0.1% (n = 320,000). P49840. ADP-Glo luminescence, 60 min;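 in the data active = inhibition above about 50%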;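 note: GST-tagged GSK-3 alpha with peptide substrate and 25 µM ATP; 0% = DMSO neutral wells and 100% = GW8510 positive control wells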
KCNK9 block: human KCNK9 channel inhibition; Q9NPC2; HEK293 KCNK9, FluxOR thallium flux fluorescence; stronger effect = lower value; B-score at 10 µM; actives 1.2% (n = 310,000);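 active = ratio B-score over 3 SD below the library mean, with starting fluorescence within 5 SD of its mean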;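 note: negative B-score means less thallium flux so channel inhibition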
hERG rescue: compounds protecting human hERG from proarrhythmic drug block; actives 0.51% (n = 310,000); CHO-hERG, FluxOR thallium flux, dofetilide IC70 present; AID 1511; activation (rescue from dofetilide block), less the hit threshold, % at 10 µM; Q12809;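 active = activation above the mean of controls blocked by dofetilide plus 5 SD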;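 note: thallium influx through hERG after potassium depolarization seen as dye fluorescence rise; in these data hits start at about 4.7%; inactives centre near -7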
Target sequence (Q12809 whole entry, looked up): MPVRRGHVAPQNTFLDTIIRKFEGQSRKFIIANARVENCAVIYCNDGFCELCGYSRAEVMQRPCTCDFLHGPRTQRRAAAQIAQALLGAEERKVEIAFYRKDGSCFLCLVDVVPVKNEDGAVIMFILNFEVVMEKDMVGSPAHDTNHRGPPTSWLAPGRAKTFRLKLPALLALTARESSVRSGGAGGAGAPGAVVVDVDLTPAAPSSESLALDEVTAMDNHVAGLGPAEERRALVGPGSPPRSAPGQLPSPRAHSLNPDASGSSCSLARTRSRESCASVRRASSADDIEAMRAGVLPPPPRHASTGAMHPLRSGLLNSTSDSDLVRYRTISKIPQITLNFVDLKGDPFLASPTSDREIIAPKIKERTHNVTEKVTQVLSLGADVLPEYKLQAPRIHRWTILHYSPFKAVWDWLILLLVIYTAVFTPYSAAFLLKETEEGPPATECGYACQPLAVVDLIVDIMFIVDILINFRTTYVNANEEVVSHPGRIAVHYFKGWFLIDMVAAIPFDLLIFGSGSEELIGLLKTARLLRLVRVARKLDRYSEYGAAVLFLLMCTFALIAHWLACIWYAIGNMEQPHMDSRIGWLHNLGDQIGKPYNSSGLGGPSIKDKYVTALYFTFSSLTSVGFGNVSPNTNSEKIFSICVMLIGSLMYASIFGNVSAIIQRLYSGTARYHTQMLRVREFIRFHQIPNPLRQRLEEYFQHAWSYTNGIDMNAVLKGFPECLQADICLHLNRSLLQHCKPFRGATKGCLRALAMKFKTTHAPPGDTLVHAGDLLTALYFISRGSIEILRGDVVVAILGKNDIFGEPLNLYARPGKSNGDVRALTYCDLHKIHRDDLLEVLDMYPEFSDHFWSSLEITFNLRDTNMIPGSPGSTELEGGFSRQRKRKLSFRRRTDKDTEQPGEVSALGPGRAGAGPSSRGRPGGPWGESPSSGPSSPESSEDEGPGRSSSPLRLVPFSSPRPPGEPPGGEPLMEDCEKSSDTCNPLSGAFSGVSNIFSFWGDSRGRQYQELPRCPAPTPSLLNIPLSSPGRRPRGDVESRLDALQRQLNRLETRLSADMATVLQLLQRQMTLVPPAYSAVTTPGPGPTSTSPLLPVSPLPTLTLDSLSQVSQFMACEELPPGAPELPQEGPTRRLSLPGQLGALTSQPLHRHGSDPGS
RGS4 pot: potentiators or activators of RGS4; HEK293 M3R/inducible RGS4, carbachol calcium flux Fluo4; stronger effect = lower value; AID 463111; B-score at 10 µM; actives 0.92% (n = 310,000);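 active = B-score of the integrated calcium signal more than 4 SD below the library mean, with starting fluorescence not abnormally high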;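 note: negative B-score means reduced calcium response which marks RGS4 activation or potentiation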
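System: HEK293 FlpIn-TREx cells, stable M3R, doxycycline-inducible RGS4. Timing: overnight RGS4 induction, 30 min dye load 37 °C, 20 min compound RT. Also added: carbachol, ECmax concentration. Measured by: Fluo4 fluorescence kinetic imaging of calcium. Evaluation: integrated calcium ratio converted to B score.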
The depositor's hits bear a star; i = inactive; ? = inconclusive; / = no result given. Some of the compounds tested (hit frequency here may not be typical).

SMILES	KCNK3 inh	HDAC3 inh	Dyrk1A ADPGlo	KCNQ1 pot	GSK3B inh	KCNQ1 block	PolyA inh	GSK3 alpha inh	KCNK9 block	hERG rescue	RGS4 pot
COc1cccc(/C=N/Nc2c(Cl)cncc2Cl)c1O	i	2	9	i	-3	i	i	-1	i	-1	i
CC(=O)C(C(C)=O)C(c1ccccc1)c1nc2ccccc2[nH]c1=O (centres undefined)	i	0	0	i	0	i	i	-3	i	-4	i
O=S(=O)(N=S(N1CCCCC1)N1CCCCC1)c1ccccc1	i	-1	-8	i	-3	i	/	-1	i	-10	i
COc1ccc2nc(NC(=O)CSCC(=O)Nc3cc(C)on3)sc2c1	i	4	4	i	-9	i	i	3	i	-17	i
c1ccc(Nc2nc(-c3ccncc3)cs2)cc1	i	-2	11	i	-18	i	i	-1	i	-5	i
Cc1cccc(-n2c3nc(=O)[nH]c(=O)c-3cc3c(C)nn(-c4ccccc4)c32)c1C	i	-51	-3	i	0	i	i	2	i	-6	i
CC(=O)NC(C)c1nc2ccccc2n1CC(=O)NC(C)CCc1ccccc1 (centres undefined)	i	-7	/	i	0	i	i	-2	i	-9	i
C(=N/N1CCN(c2ccccc2)CC1)/c1cccs1	i	0	3	i	-3	i	i	-2	i	-12	i
CC(=O)N1CCC2(CC1)NC(=O)N(c1ccccc1)N2	i	-2	0	i	2	i	i	-4	i	-9	i
CCOc1cc(C(=O)CCC(=O)OCC(=O)NC(=O)NCC(C)C)ccc1O	i	-8	2	i	-1	i	i	-1	i	-8	i
Cc1ccc(-n2c(N)cc(=O)nc2SCC(=O)NC2CCCCC2)cc1C	i	8	0	i	3	i	i	2	i	0	i
Cc1ccc(S(=O)(=O)N2CCCCC2)cc1NC(=O)c1ccc2c(=O)n3c(nc2c1)CCCCC3	/	2	/	i	2	i	i	-3	i	-17	i
O=[N+]([O-])c1cc(/C=N/Nc2nc(N3CCOCC3)nc(N3CCOCC3)n2)ccc1Cl	i	6	4	i	2	i	i	-3	i	-1	i
S=C(NCc1ccccc1)Nc1cccc2cnccc12	i	-2	-2	i	-2	i	i	0	i	-7	i
S=c1nc[nH]c2c1sc1nc(N3CCOCC3)c3c(c12)CCCC3	i	1	/	95*	-2	i	i	1	i	97*	i
CN(CCOc1ccccc1)CCOc1ccccc1	i	2	-3	i	2	i	i	-2	i	-5	i
CCCOC(=O)Cn1c(=O)c2cc3c(=O)n(CC(=O)OCCC)c(=O)c3cc2c1=O	i	/	2	i	3	i	i	/	i	-3	i
CCCS(=O)(=O)N1CCN(C2Cc3ccccc3C2)CC1	i	-4	-1	i	2	i	i	-1	i	-11	i
Cc1ccc(/C=N\NC(=O)c2cncc(Br)c2)o1	i	4	8	i	-28	i	i	0	i	-7	i
Cc1ccccc1OCC(O)CN (centres undefined)	i	1	0	i	-1	i	i	1	i	-10	i
O=C(NCCCN1CCCC1)c1ccc(CS(=O)(=O)c2c(Cl)cccc2Cl)o1	i	6	-3	i	1	i	i	1	i	-5	i
CCOC(=O)c1sc(NC(=O)CSC(=S)N2CCOCC2)nc1C	i	12	46	i	-3	i	i	3	i	-6	i
Cc1cn(-c2cc(C(=O)Nc3ccc(C)c(NC(=O)N4CCNC4=O)c3)cc(C(F)(F)F)c2)cn1	i	-4	1	i	-1	i	i	-1	i	-9	i
CCOc1ccc(C(=O)NCC(c2cccs2)N(C)C)cc1 (centres undefined)	i	-3	0	i	-1	i	i	2	i	-3	i
O=C(NNC1=Nc2cccc3cccc1c23)c1ccccc1Br	i	/	0	i	-2	i	i	/	i	-7	i
N#CC(C#N)=C1NC(N)=C(C#N)C(c2ccccc2)=C1C#N	i	-10	66*	i	-31	i	/	39	i	-3	i
Cc1cc(OC(=O)c2ccc(OC(C)C)cc2)c([N+](=O)[O-])c(=O)[nH]1	i	-2	-2	i	2	i	i	-1	i	-13	i
CC(=O)c1c(C)[nH]c(=S)c(C#N)c1-c1ccc(F)cc1	i	4	10	i	-3	i	i	0	i	-5	i
C/C(=N\NC(=O)c1ccco1)c1ccc(C(=O)O)s1	i	?	7	i	-3	i	i	-1	i	-6	i
COc1cccc(C(=O)Nc2nnc(C3CCCO3)s2)c1 (centres undefined)	i	3	2	i	-2	i	i	/	i	-9	i
COc1ccc(NC(=O)CCC(=O)N/N=C/c2ccc([N+](=O)[O-])s2)cc1	i	-2	3	i	-1	i	i	6	i	-8	i
COc1cc(C2C(C#N)=C(C)NC3=C2C(=O)CC(C)(C)C3)ccc1O (centres undefined)	i	9	4	i	-1	i	i	/	i	-8	i
O=C(Nc1ccnn1C1CCN(Cc2ccc(CO)o2)CC1)c1ccccc1	i	1	-1	i	-1	i	i	-3	i	-12	i
COCCN(Cc1ccccc1)C(=O)c1cc(-c2ccc(OC)c(OC)c2)nc2ccccc12	i	0	-1	i	1	i	i	-2	i	-26	-8.7*
CC(=O)N1CCC(N(CCN2CCOCC2)C(=S)Nc2cc(C)ccc2C)CC1	i	1	1	i	-1	i	i	3	i	-2	i
NC(=O)N/N=C/c1c(F)cccc1F	i	-1	9	i	3	i	i	-1	i	-13	i
Cc1ccc(S(=O)(=O)N(C)C)cc1NC(=O)c1cc(=O)c2ccccc2o1	i	-4	15	i	-2	i	i	-1	i	-8	i
N=c1c(C(=O)NC2CCCC2)cc2c(=O)n3ccccc3nc2n1CCCN1CCOCC1	i	-98	2	i	0	i	i	-1	i	-9	i
CC1CCCCC1NC(=O)/C(C#N)=C/C=C/c1ccccc1[N+](=O)[O-] (centres undefined)	i	13	/	i	0	i	i	0	i	4	i
COc1ccc(OC)c(N(CC(=O)Nc2ccc(NC(C)=O)cc2)S(C)(=O)=O)c1	i	-7	-2	i	3	i	i	-1	i	-8	i
CCN(CC)S(=O)(=O)c1ccc2oc(Nc3ccc(OC)cc3)nc2c1	i	6	-2	i	0	i	i	-2	i	-11	i
Cc1ccc2nc(Nc3ccc4[nH]c(=O)[nH]c4c3)c(-n3nc(C)cc3C)nc2c1	i	0	-7	i	-2	i	i	-1	i	-4	i
CC(=O)/C=C1\N(C)c2ccc(C)cc2C1(C)C	i	5	-4	i	2	i	i	-1	i	-8	i
O=C(O)CCNc1ccc(NCCC(=O)O)c2c1C(=O)c1ccccc1C2=O	i	2	30	i	-14	i	i	25	i	-5	i
O=c1[nH]c(CN2CCN(C/C=C/c3ccccc3)CC2)nc2ccccc12	i	-1	4	i	0	i	i	0	i	-13	i
CCOC(CNc1ncnc2c1cnn2C)OCC	i	-6	1	i	-3	i	i	-1	i	3	i
Cc1ccc(CCNC(=O)CCn2c(=O)c3cccn3c3ccc(F)cc32)cc1	i	0	0	i	2	i	i	-1	i	-3	i
CCc1ccc(N(CC(=O)NC(C)(C)CC)C(=O)CCC(=O)Nc2nccs2)cc1	i	5	-6	i	2	i	i	2	i	-2	i
CC(C)(C)NC(=S)NC(=O)C12CC3CCC(CC(C3)C1)C2	i	0	3	i	-1	i	i	-1	i	-3	i
Cc1cccc(N2CCN(C(=O)c3ccc(-n4cncn4)c([N+](=O)[O-])c3)CC2)c1C	i	-5	1	i	0	i	i	4	i	-10	i
CCC(=O)N1CCc2cc(S(=O)(=O)CCC(=O)NCc3cccc(OC)c3)ccc21	i	0	-2	i	-2	i	i	-1	i	-4	i
CC(C)(C)NCC(O)COc1ccc(Br)cc1 (centres undefined)	i	-3	1	i	-1	i	i	3	i	-5	i
O=C(CC(Sc1n[nH]c(-c2ccccc2)n1)c1ccccc1)NCc1ccccc1 (centres undefined)	i	2	-5	i	2	i	i	-1	i	-5	i
COc1ccc(-c2cc(-c3ccc(OC)cc3)nc(-c3ccc4c(c3)NC(=O)CO4)c2)cc1	i	-1	-5	i	-1	i	i	-3	i	-7	i
CN(CC(=O)N1CCOCC1)S(=O)(=O)c1ccc2ccccc2c1	i	-1	1	i	0	i	i	-2	i	-8	i
CC(Cc1ccccc1)NC(=O)c1cc2ccccc2o1 (centres undefined)	i	0	0	i	1	i	i	0	i	-11	i
O=C(Nc1cc(Cl)ncn1)c1ccccc1	i	3	/	i	0	i	i	0	i	-4	i
CCCCCOCC1CC(C/C(C)=N/Nc2nc(-c3ccccc3)cs2)C(=O)O1 (centres undefined)	i	-1	2	i	-1	i	i	1	i	-1	i
COc1ccc(/C=C2\SC(N)=NC2=O)cc1	i	1	83*	i	3	i	i	-1	i	-5	i
O=C(COCc1ccccc1)N[C@@H](Cc1ccc(O)cc1)C(=O)O	i	-5	10	i	2	i	i	1	i	-4	i

Additional entries.
SMILES	KCNK3 inh	HDAC3 inh	Dyrk1A ADPGlo	KCNQ1 pot	GSK3B inh	KCNQ1 block	PolyA inh	GSK3 alpha inh	KCNK9 block	hERG rescue	RGS4 pot
COc1ccc(OC)c(S(=O)(=O)NCc2cc(-c3ccccc3)no2)c1	i	-2	-3	i	0	i	i	-4	i	-9	i
COc1cc(C(C2C(=O)CC(C)(C)CC2=O)C2C(=O)CC(C)(C)CC2=O)cc(OC)c1OC	i	-3	-5	i	1	i	i	-1	i	-7	i
COc1ccc(-c2cc(C(F)(F)F)n3nc(C(=O)NCCN4CCOCC4)cc3n2)cc1	i	-14	-3	i	2	i	i	1	i	-1	i
CCOc1ccccc1/C=N/NC(=O)c1nnn(-c2nonc2N)c1CN1CCC(C)CC1	i	6	-3	i	2	i	i	44	i	-7	i
CS(=O)(=O)N(CC(=O)Nc1ccc2c(c1)OCO2)Cc1ccc(Cl)cc1	i	4	-4	i	2	i	i	-4	i	-7	i
CCN(CC(=O)NCCc1ccccc1)S(=O)(=O)c1ccc(C)cc1	i	-12	-10	i	-1	i	i	-2	i	-6	i
O=C(Cn1cncn1)c1ccc(Cl)cc1	i	-11	1	i	1	i	i	-1	i	-4	i

Copied from the list.
Under GSK3 alpha inh, COc1cc(C(C2C(=O)CC(C)(C)CC2=O)C2C(=O)CC(C)(C)CC2=O)cc(OC)c1OC reads -1
Under GSK3 alpha inh, c1ccc(Nc2nc(-c3ccncc3)cs2)cc1 reads -1

Compound activity: PubChem, several laboratories
